K1F lysis inhibition: protection from phage-mediated lysis, alamar blue read-out – E. coli UTI89, K1F phage, bacterial capsule biogenesis inhibitors (AID 488966); E. coli UTI89 K1F phage lysis, alamar blue, 2 h; higher % means a stronger effect; 340,000 tested, 0.02% active; one-dose inhibition, % at 100 µM; IC50 in µM for titrated hits;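 active = phage lysis inhibition, versus mean bacterial control, above a set limit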;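 note: capsule biogenesis inhibitors block K1F phage lysis so surviving cells raise fluorescence; higher fluorescence means more inhibition of phage lysis; actives were called in the ten point dose series up to 300 µM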
Lipid droplet: hepatic lipid droplet formation modulation; AML12 mouse hepatocytes, oleate lipid droplets, BODIPY imaging; inhibition, % at 6.5 µM; 240,000 tested, 0.4% active;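 active = lipid droplet intensity inhibited by at least 50%, with more than 500 cells counted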
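Assay system: AML12 hepatocytes (mouse); Probe or stimulus: oleic acid at 100 µM to induce lipid droplet formation; Dosing: compound at 6.5 µM only; Schedule: compound with oleate, overnight; Detection: fluorescence imaging, 20x objective, two fields per well; Measure: % inhibition of lipid droplet signal.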
PMI inhibitors: inhibitors of human PMI, primary screen, biochemical, fluorescence intensity, coupled assay (AID 1209); one-dose inhibition, % at 20 µM; IC50 in µM for titrated hits; 190,000 tested, 0.42% active; purified PMI enzyme, coupled fluorescence intensity; higher % means a stronger effect;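 note: plate controls were DMSO vehicle for no effect and wells lacking substrate for full effect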
Siah-1 displacement: blockers of Siah-1 interaction with plectin peptide – biochemical, fluorescence polarization, rhodamine-plectin, uHTS, primary screen (AID 1817); Siah-1 / rhodamine-plectin peptide fluorescence polarization; higher % means a stronger effect; displacement, % at 20 µM; hits with a dose series show IC50 in µM; 290,000 tested, 0.02% active;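 active = displacement of at least 50% at 20 µM, with a fluorescence ratio check between 0.3 and a set limit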;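 note: plate controls were Siah plus tracer with DMSO for no effect and tracer alone without Siah for full effect; strong numbers were not always called active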
PMI inhibition: MPI inhibition at elevated mannose 6-phosphate – biochemical, fluorescence intensity, high mannose 6-phosphate, primary screen (AID 1220); recombinant PMI enzyme, coupled fluorescence intensity; higher % means a stronger effect; inhibition, % at 20 µM, or IC50 in µM where a hit was titrated; 190,000 tested, 0.66% active
TNAP activators: human TNAP enzyme activators, primary screen, biochemical, luminescent, no phosphate acceptor, uHTS (AID 1001). purified TNAP, luminescent activation assay, no phosphate acceptor; higher activation fold means a stronger effect. activation fold at 20 µM, or EC50 in µM where a hit was titrated. 200,000 tested, 0.03% active; in the data active = activation fold from about 3, or a potency from the dose series; inactive = the rest, 99 in 100 with activation fold below about 1.6; note: many of its hits are not listed in these tables
M1AAP inhibition: P. falciparum M1AAP inhibitors, biochemical, fluorogenic H-Leu-NHMec substrate, 1536-well (AID 1445); recombinant M1AAP, H-Leu-NHMec fluorogenic kinetic assay; higher % means a stronger effect; inhibition, % at 30 µM; hits with a dose series show IC50 in µM; 220,000 tested, 0.42% active;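 active = primary inhibition above the hit cutoff, then over 50% inhibition at one or more dose response concentrations, cut at about 23% in these data, passing the limit was not always enough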;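 note: plate controls were DMSO full reaction for no effect and no enzyme background for full effect; strong numbers were not always called active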
XIAP antagonists: small molecules displacing peptide from XIAP – biochemical, IAP family, fluorescence polarization (AID 1018); 200,000 tested, 0.007% active; XIAP BIR domain, fluorescence polarization peptide displacement; higher % means a stronger effect; displacement, % at 20 µM, or IC50 in µM where a hit was titrated; in the data active = displacement above about 50%; note: a part of the inactive calls stands beside numbers as strong as those of hits
P. falciparum M17LAP: P. falciparum M17LAP inhibitors, primary screen, biochemical, fluorogenic H-Leu-NHMec substrate, 1536-well (AID 1619); recombinant M17LAP, H-Leu-NHMec fluorogenic kinetic assay; higher % means a stronger effect; inhibition, % at 30 µM; hits with a dose series show IC50 in µM; 220,000 tested, 0.38% active;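 active = compound inhibiting the enzyme by more than half at any dose during confirmatory dose-response retesting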;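 note: plate controls were full reaction with DMSO carrier for no effect and no enzyme background for full effect; strong numbers were not always called active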
Lipid droplet cells 6.5 µM: further read-out of Lipid droplet, marked with its call; cell count; measured here: cell count, cytotoxicity flag;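 cells counted across two imaged fields per well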
* marks the source's active call; other numbers are inactive results; · = no result given; [ ] = another dose, or the depositor's remark. Cut-off read from the data, not from the text of the source, unless noted: active = inhibition above about 50%; inactive = the rest.

SMILES	K1F lysis inhibition	Lipid droplet	Lipid droplet cells 6.5 µM	PMI inhibitors	Siah-1 displacement	PMI inhibition	TNAP activators	M1AAP inhibition	XIAP antagonists	P. falciparum M17LAP
Cc1cc(C)[n+](-c2ccc(F)cc2)c2[nH]c(=O)[nH]c(=O)c12	0.6%[50 µM]	-16	566	-10%	6%	-7%	1.1	12%	-12%	-377%
CC(C)Cc1cc(C(=O)N2N=C(C(F)F)CC2(O)C(F)F)c2ccccc2n1 (stereo not given)	-0.1%	38	778	-3%	-1%	6%	1.1	7%	-2.5%	-4%
O=S1(=O)Cc2cc3ccccc3cc2C1	-0.6%	-2	645	14%	2%	8%	1.1	2%	-5.1%	5%
Cc1cccc(C(=O)NCCN2CCOCC2)c1[N+](=O)[O-]	4.7%	1	565	17%	0%	10%	1.2	-2%	-4.2%	7%
COc1ccc2nc(NC(=O)Nc3cccc4ccccc34)sc2c1	0.0%	-1	668	22%	12%	59%*	1	4%	-6.3%	-17%
O=C(O)C1=C[C@H](c2ccc(Br)cc2)C[C@H](OCc2ccc(CO)cc2)O1	1.0%	-7	685	-3%	0%	-2%	1.1	-4%	0.2%	-8%
COC(=O)c1ccc(COc2ccc3c(C)c(C)c(=O)oc3c2)o1	-0.2%	·	·	-8%	-6%	0%	1	9%	-5.5%	6%
COC(=O)Nc1nc(C)c(C(=O)c2ccccc2)s1	0.8%	6	873	4%	-4%	-4%	1.1	4%	-6.4%	6%
N=C1C(c2nc3ccccc3s2)=C(O)CN1NC(=O)c1ccccc1[N+](=O)[O-]	0.3%	4	645	-1%	-2%	1%	1.6	3%	0.4%	0%
CC1=C([N+](=O)[O-])C(c2ccccc2)C2=C(N1)c1ccccc1C2=O (stereo not given)	0.1%	-12	757	9%	0%	5%	0.8	7%	-5.3%	6%
CC(C)=CC[N+]1(C)CCCCC1	1.9%	1	684	14%	-2%	10%	1.1	0%	-2.7%	-4%
COc1ccc(NC(=O)/C=C/c2cc(OC)c(OC)c(OC)c2)cn1	0.1%	1	722	-12%	4%	-9%	1.2	9%	-9.3%	20%
CCOC(=O)c1[nH]cnc1C(=O)Nc1ccncc1	0.6%	-5	674	7%	-4%	8%	1.5	26µM*	5.2%	-7%
CCOC(=O)C1CCCN(C(=O)COC(=O)c2cc(=O)c3ccccc3o2)C1 (stereo not given)	-0.1%	·	·	6%	2%	9%	1.1	14%	-5.8%	16%
CC(=O)c1ccc(NC(=O)CSc2ccc(-c3ccc4c(c3)OCO4)nn2)cc1	1.8%[50 µM]	-20	661	8%	3%	-2%	1	-1%	-17%	4%
Cc1c([N+](=O)[O-])nnn1-c1cc(Cl)cc(Cl)c1	-0.5%	-10	713	-8%	2%	-4%	1.1	3%	-7.2%	-11%
Cc1cc(C(=O)Nc2ncn(Cc3ccc(F)cc3)n2)ccc1[N+](=O)[O-]	0.6%[50 µM]	-12	668	·	0%	·	·	12%	·	7%
COc1ccc2cc(C#N)c(N3CCN(C(=O)c4ccccc4C)CC3)nc2c1	1.6%	-24	671	-4%	2%	19%	1	14%	-12%	0%
COc1cc2cc(C(=O)Nc3ccccc3)c(N)nc2cc1OC	-0.5%[50 µM]	·	·	-1%	-1%	-4%	1.1	5%	-5.7%	-41%
CCN(CC)C(=O)Cn1c(=O)n(-c2ccccc2)c(=O)c2sccc21	0.2%	3	708	-2%	-4%	4%	1	7%	-10%	5%
Cc1ccccc1-n1c(SCc2cccc(F)c2)nc2[nH]ncc2c1=O	1.8%	2	658	-3%	16%	-15%	1	-5%	1.1%	-2%
CNC(=S)NNC(=O)COc1ccc(C)c(C)c1	2.3%[50 µM]	-7	558	12%	0%	9%	1.2	-3%	-1.7%	0%
Cc1ccc(C)c(/C=N/Nc2nc3ccccc3c(=O)n2O)c1	·	1	613	·	6%	·	·	-6%	·	0%
NC(=O)Cn1nc([N+](=O)[O-])nc1Oc1ccccc1F	-0.1%	-16	669	-5%	0%	7%	1.1	9%	-1.9%	3%
CS(=O)(=O)c1cccc(C(=O)Oc2ccccc2)c1	2.1%	·	·	-5%	-8%	-7%	1.1	3%	-7.0%	2%
Cc1cccc(NCCNc2cccc(C)c2)c1	0.1%	·	·	29%	8%	39%	1.1	1%	-0.1%	-13%
Cc1ccc(-c2cc(NC(=O)CCl)n(-c3ccccc3)n2)cc1	-0.9%	11	698	4%	-6%	-1%	1.1	2%	-3.5%	-4%
COCCCN(C(=S)Nc1cc(Cl)cc(Cl)c1)C(C)c1ccccn1 (stereo not given)	1.2%	5	721	·	14%	·	·	2%	·	-1%
CC(=O)N1c2ccccc2Oc2cc3ccccc3cc21	0.8%[50 µM]	-6	577	26%	1%	12%	1.1	6%	-6.0%	-20%
COc1ccc(CCN=CC2=C(O)CC(C)(C)CC2=O)cc1	0.5%	·	·	8%	4%	5%	1.1	-1%	-3.0%	-6%

Given as labelled records: entries from further up.
> CC(=O)N1c2ccccc2Oc2cc3ccccc3cc21
  K1F lysis inhibition = 0.8%[50 µM]; Lipid droplet = -6; Lipid droplet cells 6.5 µM = 577; PMI inhibitors = 26%; Siah-1 displacement = 1%; PMI inhibition = 12%; TNAP activators = 1.1; M1AAP inhibition = 6%; XIAP antagonists = -6.0%; P. falciparum M17LAP = -20%
> COc1ccc(CCN=CC2=C(O)CC(C)(C)CC2=O)cc1
  K1F lysis inhibition = 0.5%; Lipid droplet = ·; Lipid droplet cells 6.5 µM = ·; PMI inhibitors = 8%; Siah-1 displacement = 4%; PMI inhibition = 5%; TNAP activators = 1.1; M1AAP inhibition = -1%; XIAP antagonists = -3.0%; P. falciparum M17LAP = -6%

Going on with the list.
SMILES	K1F lysis inhibition	Lipid droplet	Lipid droplet cells 6.5 µM	PMI inhibitors	Siah-1 displacement	PMI inhibition	TNAP activators	M1AAP inhibition	XIAP antagonists	P. falciparum M17LAP
C/C(=C(\C#N)C(=O)NCCCN1CCOCC1)N(C)C	2.1%	-5	745	7%	8%	0%	1.1	4%	0.5%	-9%
COc1ccc(NC(=O)c2cn3c(nc4ccccc43)c(C#N)c2C)cc1	0.1%	-1	580	·	2%	·	·	4%	·	20%
CCN1CCN(c2nc(Nc3cccc(C)c3)nc(N)c2[N+](=O)[O-])CC1	4.3%[50 µM]	30	684	-1%	0%	-3%	1	19%	-9.8%	23%
COCCSc1nnc(NC(=O)C(C)(C)C)s1	1.0%	·	·	2%	1%	-1%	1.2	-2%	0.1%	6%
Cn1c(=O)c2c(nc(CN3CCOCC3)n2CCc2ccccc2)n(C)c1=O	0.4%	·	·	-3%	-3%	-7%	1.1	2%	-0.9%	2%
COc1ccc(CNc2ccc(-c3ccccc3OC)nn2)cc1	0.9%	-15	650	9%	5%	13%	1.1	-1%	-0.3%	-4%
CC(NC(=O)CCCn1cc([N+](=O)[O-])cn1)c1ccccc1 (stereo not given)	0.6%	-7	671	-5%	0%	2%	1	-4%	1.7%	1%
Nc1c(Cl)ncnc1N/N=C/c1ccc(O)cc1	0.5%	2	658	·	-9%	·	·	12%	·	19%
CCOC(=O)C1(C)NC(c2ccc(OC)c(OC)c2)C2C(=O)N(CC)C(=O)C21 (stereo not given)	-0.1%	-1	699	7%	2%	7%	1	8%	-0.8%	0%
CC1=C(C(=O)Nc2ccccc2)C(c2ccco2)n2ncnc2N1 (stereo not given)	4.1%	11	642	6%	0%	3%	1.1	11%	-13%	-9%
CC(C)c1ccc(NC(=O)Cn2cccc2C2=NC(c3ccccc3)CO2)cc1 (stereo not given)	-0.5%	-2	630	7%	-8%	10%	1.1	6%	2.5%	4%
COC(=O)CSc1nc(-c2ccccc2)c2c(c1C#N)CCCC2	1.8%	7	775	-2%	0%	-20%	1.1	-4%	-5.1%	-6%
COc1ccc(N/C(C)=C/C(=S)Nc2ccccc2)cc1	-1.5%[50 µM]	0	623	24%	0%	50%*	1	7%	-4.7%	18%
CCCCCN(C(=O)COC(=O)c1ccc(Br)o1)c1c(N)n(CCCC)c(=O)[nH]c1=O	2.4%	-5	747	-8%	-5%	-18%	0.9	-1%	-1.9%	-9%
COC(=O)c1ccc(COc2ccccc2[N+](=O)[O-])o1	-0.2%	11	749	8%	-2%	8%	1	8%	-22%	14%
CC(C)(C)NC(=O)CN(C(=O)c1csnn1)c1ccccc1-c1ccccc1	1.4%	5	673	·	5%	·	1.1	7%	3.3%	-11%
O=C(Nc1nonc1-c1ccc(Cl)cc1)c1ccccc1	-0.2%	-34	672	9%	4%	5%	1	-2%	-6.0%	7%
COc1ccccc1-c1cc(C(=O)N/N=C\c2cnn(C)c2C)c2ccccc2n1	0.1%	-9	641	3%	6%	0%	1	1%	-2.1%	12%
O=C(CNc1cc(S(=O)(=O)N2CCOCC2)ccc1N1CCCC1)N1CCc2ccccc21	0.9%	0	750	-4%	-4%	11%	1	4%	-4.1%	14%
COc1ccc2[nH]c(C)c(C(=O)CN3CC(C)OC(C)C3)c2c1 (stereo not given)	2.3%	·	·	10%	-1%	-8%	1.1	6%	-0.9%	-3%
CCCN1CCN(CCCNC(=S)Nc2ccc(OC)cc2)CC1	2.5%	-4	581	12%	6%	7%	1.1	5%	-6.1%	-6%
CCCCCCN=C1CC(C)(C)CC(=O)/C1=C(/O)CCC	0.1%	-31	738	·	4%	·	·	5%	·	3%
Cn1nc(C(F)(F)F)c(CNC(=O)C(C)(C)CCl)c1N1CCOCC1	0.2%	7	715	7%	16%	0%	1.1	1%	-9.8%	-7%
C=CCn1c(SCCOc2ccc(OC)cc2)nnc1C(C)NC(=O)Cc1ccc(OC)cc1 (stereo not given)	0.8%	-15	784	-6%	-5%	-10%	1.2	-1%	-4.8%	2%
Cc1cc(C)nc(SCc2nnc(SCC(N)=O)o2)n1	0.1%	1	706	-7%	1%	-7%	1.1	0%	-4.6%	28%
Cc1cc(C)cc(N(CC(=O)O)S(=O)(=O)c2c(C)noc2C)c1	0.6%	58*	836*	-2%	3%	-3%	1.1	11%	-21%	15%
O=C(Nc1ccc2c(c1)OCO2)C(c1ccccc1)N1CCC2(CC1)OCCO2 (stereo not given)	1.1%	-3	709	7%	-1%	3%	1	3%	-6.7%	0%
CC(C)(C)Nc1nc(Cl)nc(N(C#N)CN2C(=O)c3ccccc3S2(=O)=O)n1	-4.3%	-11	706	·	1%	·	1	3%	-6.0%	2%
CC(C)OC(=O)Nc1ccc2c(c1)N(C(=O)N1CCN(C)CC1)c1ccccc1CC2	-2.0%	2	658	·	-2%	·	·	-2%	·	10%
Cn1cc(C(=O)C(F)(F)F)c2ccccc21	0.1%	·	·	3%	-2%	-4%	1.1	1%	-7.9%	0%

Compound activity: PubChem BioAssay, several laboratories
